Bioassay records deposited in PubChem by The Scripps Research Institute Molecular Screening Center.
Tn6 DDE FP: inhibitors of Tn6 peptide binding to human fibrin DD(E); P02675; Fibrin DD(E) TRITC-Tn6 fluorescence polarization displacement; inhibition, % at 8.3 µM; actives 0.21% (n = 370,000); AID 720509;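 active means inhibition above a per-campaign cutoff: mean of compounds within control limits plus 3 SD, cut at about 15% in these data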;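 further: 0% = median of all compound wells on the plate and 100% = blocking peptide control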
ADAM17 inh: inhibitors of human ADAM17; P78536; recombinant ADAM17, EDANS/DABCYL FRET peptide cleavage; actives 0.83% (n = 370,000); inhibition, % at 6.95 µM;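 active means inhibition above the mean of compounds lying between control limits plus 3 SD, set per campaign, cut at about 8.5% in these data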;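 further: 0% = DMSO-only wells as the low control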
DDE Tn7 FP inh: DD(E)-Tn7 binding inhibition, primary FP screen | AID 720508 | actives 0.13% (n = 370,000) | FP displacement of FITC-Tn7 peptide from fibrin DD(E); 0% = median of compound wells per plate | P02675 | inhibition, % at 8.3 µM;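 active means inhibition above the mean of compounds falling within the control limits plus 3 SD of them, cut at about 14% in these data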;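 further: 0% = plate median of compound wells and 100% = 10 µM Aha-Tn7 peptide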
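Test system: human clot-derived fibrin DD(E) complex / Quantity: 2 µM final DD(E) protein / Incubation: 10 min plus 3 h, room temperature / Measured by: fluorescence polarization / Benchmarks: high control of 10 µM Aha-Tn7 peptide / Replicates: singlicate testing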
PLC-gamma1 inh: PLC-gamma1 (human) inhibition, primary screen; purified PLC-gamma1, fluorogenic substrate, fluorescence; actives 0.84% (n = 370,000); inhibition, % at 12.2 µM; P19174; AID 720700; in the data active means inhibition above about 9.5%
KLK7 zymogen act: activators of human kallikrein-7 zymogen. P49862. purified proKLK7, EDANS-DABCYL substrate fluorescence; 100% is mature enzyme control, 0% vehicle. activation, % at 7 µM. actives 0.9% (n = 370,000);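 active means activation above the mean of all tested compounds plus 3 SD, computed per campaign excluding outliers beyond control limits, cut at about 13% in these data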
ASAP1 inh: ASAP1 ArfGAP inhibition; actives 0.19% (n = 360,000); Q9ULH1; ASAP1-stimulated ARF1 GTP hydrolysis, GDP FP detection; inhibition, % at 16.5 µM; AID 624377; in the data active means inhibition above about 25%;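 further: 0% = vehicle with enzyme and substrate and 100% = no enzyme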
ARFGAP1 inh: rat ARFGAP1 inhibition; actives 0.26% (n = 360,000); inhibition, % at 16.5 µM; Q62848; Arfgap1-stimulated ARF1 GTP hydrolysis, GDP FP detection;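 active means inhibition above a per-plate limit, mean inhibition of low control wells plus 3 SD, cut at about 25% in these data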;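 further: 0% = DMSO wells with enzyme and 100% = wells lacking Arfgap1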
Target sequence (Q62848 1-136 limits assumed): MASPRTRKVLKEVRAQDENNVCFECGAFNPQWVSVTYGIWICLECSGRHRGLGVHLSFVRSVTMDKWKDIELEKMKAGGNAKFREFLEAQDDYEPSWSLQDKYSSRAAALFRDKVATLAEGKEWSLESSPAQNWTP
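Material: rat Arfgap1 catalytic domain, aa 1-136; also added: human ARF1(Δ1-17)-GTP substrate; compound dosing: one concentration, 16.5 µM, DMSO 1.26%; incubation: GTP hydrolysis reaction 2 h at 25 °C; measured by: Tracer-displacement fluorescence polarization with EDTA stop, 620/688 nm; evaluation: % inhibition from polarization; repeats: one replicate per compound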
LEDGF integ inh: blocks HIV-1 LEDGF/p75-dependent DNA integration; TR-FRET IN-LEDGF/p75 DNA integration, Eu/Cy5; inhibition, % at 3.7 µM; actives 0.64% (n = 370,000); AID 743269;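 active means inhibition above the screen-wide mean plus 3 SD, cut at about 13% in these data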;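 further: signal is the Cy5 over europium emission ratio at 671 and 618 nm; 0% = plate median of compound wells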
ADAM10 inh: inhibits human ADAM10 | actives 0.62% (n = 370,000) | recombinant ADAM10, EDANS/DABCYL FRET peptide cleavage, 3 h | O14672 | inhibition, % at 7 µM;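 active means inhibition above a per-campaign cutoff equal to the mean of compounds falling between control-based bounds plus 3 SD, cut at about 20% in these data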;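 further: 0% = DMSO wells while the 100% control is not disclosed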
Target sequence (O14672 214-748 limits assumed): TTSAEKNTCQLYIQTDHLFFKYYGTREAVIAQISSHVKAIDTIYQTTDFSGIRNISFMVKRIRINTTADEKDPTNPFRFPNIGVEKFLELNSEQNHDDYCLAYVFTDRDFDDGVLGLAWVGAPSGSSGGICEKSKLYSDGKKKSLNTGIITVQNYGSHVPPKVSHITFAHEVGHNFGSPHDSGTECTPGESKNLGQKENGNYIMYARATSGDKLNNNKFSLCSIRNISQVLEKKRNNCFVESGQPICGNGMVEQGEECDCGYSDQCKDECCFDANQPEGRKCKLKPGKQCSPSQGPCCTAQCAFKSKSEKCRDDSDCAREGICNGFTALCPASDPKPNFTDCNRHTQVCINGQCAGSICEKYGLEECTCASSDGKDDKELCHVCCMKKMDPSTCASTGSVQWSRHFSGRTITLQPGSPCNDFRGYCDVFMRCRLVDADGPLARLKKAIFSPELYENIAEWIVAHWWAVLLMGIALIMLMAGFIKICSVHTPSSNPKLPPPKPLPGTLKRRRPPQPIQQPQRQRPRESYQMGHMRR
TDP2 absorb: blocks human TDP2 phosphodiesterase activity. O95551. recombinant TDP2, T5PNP hydrolysis, p-nitrophenol absorbance 415 nm. inhibition, % at 12.8 µM. actives 0.34% (n = 370,000). AID 720702;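 active means inhibition above the mean of all tested compounds plus 3 SD, set per campaign, cut at about 25% in these data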;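 further: 0% = DMSO with enzyme and 100% = buffer with substrate but no TDP2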
Target sequence (O95551 whole entry, looked up): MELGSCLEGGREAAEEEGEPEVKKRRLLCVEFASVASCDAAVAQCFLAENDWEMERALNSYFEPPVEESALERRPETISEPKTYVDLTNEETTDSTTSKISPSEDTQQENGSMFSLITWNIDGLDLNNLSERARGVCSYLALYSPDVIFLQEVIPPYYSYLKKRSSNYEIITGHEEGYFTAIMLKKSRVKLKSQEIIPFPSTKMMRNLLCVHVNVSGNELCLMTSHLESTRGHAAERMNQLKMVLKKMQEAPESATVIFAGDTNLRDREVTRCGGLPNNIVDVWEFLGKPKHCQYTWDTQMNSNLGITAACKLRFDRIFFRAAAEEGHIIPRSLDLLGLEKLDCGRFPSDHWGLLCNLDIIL
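Assay system: Recombinant human TDP2 | Quantity: 120 nM TDP2 per well | Incubation: 2 h at 37 °C | Signal: Epi absorbance | Evaluation: Percent inhibition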
* hit, by the source's call; i = inactive; x = no result given.

SMILES | Tn6 DDE FP | ADAM17 inh | DDE Tn7 FP inh | PLC-gamma1 inh | KLK7 zymogen act | ASAP1 inh | ARFGAP1 inh | LEDGF integ inh | ADAM10 inh | TDP2 absorb
Cc1ccc(NC2SC(=O)N(CC(=O)O)C2=O)cc1 (stereo not drawn) | -5 | 1 | -8 | 3 | 0.7 | 9 | 12 | -2 | -8 | -2
CCOc1ccc(C(=O)C2CCN(C(=O)c3ccccc3C(=O)O)CC2)cc1 | 6 | 3 | 3 | 1 | -0.1 | 0 | 8 | -3 | -7 | -7
Cc1ccc(C(=O)C2CCN(CC(=O)NCCC(C)C)CC2)cc1 | 4 | -3 | 2 | -6 | 1.0 | x | x | 0 | -6 | 3
CC1Cc2ccccc2N1C(=O)COC(=O)CSc1ccc(F)cc1 (stereo not drawn) | -6 | -6 | 5 | -1 | 0.3 | -13 | -7 | 2 | 1 | 7
O=C(CN(c1ccccc1Cl)S(=O)(=O)c1ccccc1)N/N=C/c1ccccc1C(=O)O | 4 | -1 | 2 | -2 | -0.1 | -9 | -1 | 3 | -1 | 5
CCCNC(=O)COC(=O)c1ccc(S(=O)(=O)N2CCCCCC2)cc1 | -1 | -1 | 2 | 4 | -0.1 | 0 | 6 | -3 | 3 | 0
Cc1nn(CCOc2ccccc2)c(=O)n1-c1ccccc1F | 5 | -1 | 2 | 5 | 0.1 | 13 | 3 | -1 | 4 | -1
Cc1cccc(/C(N)=N/OC(=O)Cc2ccccc2)c1 | 4 | -2 | 1 | 1 | -0.8 | -1 | -8 | -2 | -2 | -6
Cc1ccc(OCC(=O)O/N=C(\N)c2cccc([N+](=O)[O-])c2)cc1C | -2 | -4 | 6 | -4 | 0.8 | 9 | 12 | -2 | 5 | -12
Cc1ccc(NC(=S)NC(=O)c2ccc(F)cc2)cc1S(=O)(=O)Nc1cccc(Cl)c1 | -5 | -1 | 5 | 2 | 0.6 | 1 | 6 | 2 | 4 | 9
NNc1nc(NCc2ccccc2)nc(N2CCOCC2)n1 | -6 | -1 | -6 | -3 | 0.6 | -15 | -6 | 3 | -3 | -2
C=CCn1c(=N)c(C(=O)NCCCOC)cc2c(=O)n3cc(C)ccc3nc21 | -8 | i | 7 | i | 143* | 0 | 4 | 2 | i | -16
Cc1ccsc1/C=N\NC(=O)c1cc(C(C)(C)C)[nH]n1 | 1 | -2 | -2 | 3 | -0.3 | -1 | 3 | -7 | -4 | -2
Cc1ccc(C(=O)N2CC(C)OC(C)C2)cc1[N+](=O)[O-] (stereo not drawn) | 0 | 1 | -2 | 6 | 0.3 | 4 | 7 | 2 | 0 | -7
O=C(c1cc(S(=O)(=O)N2CCOCC2)c(Cl)cc1Cl)N1CCCCC1CO (stereo not drawn) | 8 | -1 | 3 | -1 | 0.1 | -11 | -4 | 2 | -4 | 10

Entries of single compounds, looked up by structure:
NNc1nc(NCc2ccccc2)nc(N2CCOCC2)n1 across the screens: Tn6 DDE FP: -6; ADAM17 inh: -1; DDE Tn7 FP inh: -6; PLC-gamma1 inh: -3; KLK7 zymogen act: 0.6; ASAP1 inh: -15; ARFGAP1 inh: -6; LEDGF integ inh: 3; ADAM10 inh: -3; TDP2 absorb: -2
Cc1nn(CCOc2ccccc2)c(=O)n1-c1ccccc1F across the screens: Tn6 DDE FP: 5; ADAM17 inh: -1; DDE Tn7 FP inh: 2; PLC-gamma1 inh: 5; KLK7 zymogen act: 0.1; ASAP1 inh: 13; ARFGAP1 inh: 3; LEDGF integ inh: -1; ADAM10 inh: 4; TDP2 absorb: -1
Cc1cccc(/C(N)=N/OC(=O)Cc2ccccc2)c1 across the screens: Tn6 DDE FP: 4; ADAM17 inh: -2; DDE Tn7 FP inh: 1; PLC-gamma1 inh: 1; KLK7 zymogen act: -0.8; ASAP1 inh: -1; ARFGAP1 inh: -8; LEDGF integ inh: -2; ADAM10 inh: -2; TDP2 absorb: -6

Remaining list, next part:
SMILES | Tn6 DDE FP | ADAM17 inh | DDE Tn7 FP inh | PLC-gamma1 inh | KLK7 zymogen act | ASAP1 inh | ARFGAP1 inh | LEDGF integ inh | ADAM10 inh | TDP2 absorb
Cc1ccc(NC(=S)N2CCC(NC(=O)c3ccco3)CC2)cc1C | -5 | 2 | -3 | 2 | -0.6 | 12 | 9 | 1 | 4 | 3
CCCn1nc(NC(=O)CC(C)C)c2cc3cccc(C)c3nc21 | 1 | -8 | 1 | -31 | -1.9 | 11 | 2 | -1 | -13 | 6
COc1ccc(-c2c(C)[nH]n3c(=O)c(Cc4ccccc4)c(C)nc23)cc1 | 0 | 0 | -2 | -15 | -1.2 | -6 | -10 | 1 | -7 | -6
CCN1CCN(CC(=O)N2c3ccccc3Sc3ccccc32)CC1 | 5 | 4 | -3 | 2 | 0.1 | 1 | 6 | 2 | 1 | -1
Cc1ccc(C(C(=O)NC(C)(C)C)N(Cc2ccc3c(c2)OCO3)C(=O)c2ccc(CN3CCOCC3)o2)o1 (stereo not drawn) | -5 | -5 | -7 | -2 | 0.7 | 9 | 2 | 0 | -3 | 3
O=C(CC(c1ccccc1)C1CCCCC1=O)c1ccco1 (stereo not drawn) | 12 | 0 | -1 | 1 | -0.7 | -1 | 7 | -1 | -7 | -6
COc1cc(NC(=O)c2ccc(-c3csc(C)n3)cc2)c(OC)cc1Cl | -4 | -3 | 4 | -4 | 0.0 | 2 | -1 | 1 | 0 | 14
Cc1ccc(NC(=O)/C=C/c2ccco2)nc1 | -5 | -28 | 1 | -12 | -0.4 | -9 | -10 | 2 | -97 | 7
Cc1ccc2c(c1)C1CS(=O)(=O)N(Cc3ccccc3)CN1C2 (stereo not drawn) | -6 | -3 | 2 | -6 | -0.4 | x | x | 3 | -6 | 10
Cc1ccc(-c2cc3nc(-c4ccccc4)cc(N)n3n2)cc1 | 1 | -29 | 4 | -155 | -1.3 | 3 | 7 | 1 | -84 | 11
CCOC(=O)C1=C(C)N(C)C(=S)NC1c1ccccc1Cl (stereo not drawn) | -6 | 2 | 1 | 2 | -0.5 | 16 | 0 | -2 | 3 | -5
Clc1nc2ccccc2cc1-c1nnn(-c2ccccc2)n1 | 10 | -7 | 11 | 2 | -0.1 | 7 | 1 | -1 | 1 | -2
COc1ccc(-c2nc(C3CCCCC3)c3cc(OC)ccc3n2)cc1 | 7 | -1 | 2 | -1 | -0.9 | -6 | -12 | -3 | -2 | 4
CC(C)CNC(=S)NNC(=O)c1ccc2c(c1)OCO2 | -4 | -2 | -9 | 1 | 0.1 | 0 | 14 | -2 | 2 | 4
C[C@H](NC(=O)c1nc[nH]c1C(=O)N1CCN(C(=O)OC(C)(C)C)CC1)c1ccccc1 | -1 | 1 | 0 | 2 | 0.0 | 9 | -1 | 2 | -7 | 2

An excerpt from above, limited to ADAM10 inh and ARFGAP1 inh.
structure,ADAM10 inh,ARFGAP1 inh
CCCn1nc(NC(=O)CC(C)C)c2cc3cccc(C)c3nc21,-13,2
COc1ccc(-c2c(C)[nH]n3c(=O)c(Cc4ccccc4)c(C)nc23)cc1,-7,-10
CCN1CCN(CC(=O)N2c3ccccc3Sc3ccccc32)CC1,1,6
Cc1ccc(C(C(=O)NC(C)(C)C)N(Cc2ccc3c(c2)OCO3)C(=O)c2ccc(CN3CCOCC3)o2)o1 (stereo not drawn),-3,2

(list continues)
SMILES | Tn6 DDE FP | ADAM17 inh | DDE Tn7 FP inh | PLC-gamma1 inh | KLK7 zymogen act | ASAP1 inh | ARFGAP1 inh | LEDGF integ inh | ADAM10 inh | TDP2 absorb
N#Cc1cccc(NC(=O)c2nc(-c3ccccc3)n(-c3ccccc3)n2)c1 | 1 | 1 | 0 | 4 | 0.5 | -4 | 4 | 1 | 11 | 4
O=C(CNC(=O)c1ccccc1)OCC(=O)N1c2ccccc2Sc2ccccc21 | 0 | 1 | -4 | 1 | -0.4 | 4 | -17 | -2 | 6 | 5
CCOC(=O)C1=C(C)OC(N)=C(C#N)C1c1ccc(O)c(OC)c1 (stereo not drawn) | 1 | -6 | 7 | -13 | 0.0 | -4 | 6 | -5 | 0 | 0
CCN(CC)c1ccc(S(=O)(=O)N2CCOCC2)cc1NC(=O)c1cc(=O)c2ccccc2o1 | 3 | -4 | -1 | 9 | -0.2 | 0 | 3 | -2 | -5 | -12
CN(C)/C=C(\C=O)c1ccc(Cl)cc1Cl | 6 | 1 | 3 | 2 | 0.3 | -1 | -9 | -1 | 4 | -1
CCN(c1ccccc1)S(=O)(=O)c1ccc(OC)c(NC(=O)CCc2nc3ccccc3c(=O)[nH]2)c1 | 0 | -1 | -1 | -2 | 0.0 | 2 | -8 | -2 | 1 | 11
CCNc1nc(NCC)nc(Oc2ccc(N)cc2)n1 | 6 | -3 | -2 | 1 | 0.7 | -7 | -6 | 1 | -1 | -4
CCn1nc(C)cc1C(=O)Sc1ccc(C)cc1 | -1 | 0 | -2 | 4 | 0.3 | 5 | 1 | 0 | 2 | -7
CC1=C(C(=O)O)N2C(=O)C(NC(=O)c3ccn(C)n3)C2SC1 (stereo not drawn) | 5 | -6 | 3 | 1 | -0.9 | 3 | 6 | 0 | -3 | 14
CCOc1ccc(-c2nc(CCl)cs2)cc1OC | 0 | -66 | 7 | -7 | 0.5 | 4 | 5 | -10 | -204 | -6
COc1ccc(/C=C(\NC(=O)c2ccc([N+](=O)[O-])cc2)C(=O)N2CCOCC2)cc1 | 2 | -1 | 0 | 2 | 0.8 | -9 | 5 | 0 | 1 | 1
COc1ccc(S(=O)(=O)N2CCC3(CC2)CC(=O)c2ccccc2O3)cc1C | 3 | -4 | 4 | 2 | -0.9 | 1 | 4 | 2 | -10 | 10
COc1ccc(COCC(O)CN2CCOCC2)cc1OC (stereo not drawn) | 0 | -2 | 1 | 3 | 0.0 | -3 | 0 | 1 | 1 | 5
CC(Nc1nc(-c2ccccc2)nc2ccccc12)c1ccccc1 (stereo not drawn) | 4 | 11* | -4 | -3 | -0.2 | 17 | 13 | 3 | 29* | -7
CCCCN(CCCC)Cc1cc(=O)oc2ccc3ccccc3c12 | 4 | -37 | -5 | -28 | -6.3 | -12 | 6 | -1 | -138 | -5

No enrichment for hits (roughly 4.2% active in at least one column).
